Assay outcomes deposited in PubChem by The Scripps Research Institute Molecular Screening Center.
FBW7 activator = human FBW7 E3 ligase activation, primary screen. AlphaScreen FBW7–phospho-cyclin E peptide binding, activator screen. normalized activity (activation), % at 26.1 µM. 0.13% of 650,000 active. AID 1259310; in the data active = normalized activity above about 1.9%;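 note: purified mutant Fbw7 with reduced substrate affinity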
GPR151 activ = activates the human receptor GPR151 | Q8TDV0 | PathHunter beta-arrestin GPR151 cells, luminescence | activation, % at 11.2 µM | 1% of 650,000 active | AID 1508602; in the data active = activation above about 4.9%;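 note: 0% = median of compound wells and 100% = cells with positive control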
Target sequence (Q8TDV0 whole entry, looked up): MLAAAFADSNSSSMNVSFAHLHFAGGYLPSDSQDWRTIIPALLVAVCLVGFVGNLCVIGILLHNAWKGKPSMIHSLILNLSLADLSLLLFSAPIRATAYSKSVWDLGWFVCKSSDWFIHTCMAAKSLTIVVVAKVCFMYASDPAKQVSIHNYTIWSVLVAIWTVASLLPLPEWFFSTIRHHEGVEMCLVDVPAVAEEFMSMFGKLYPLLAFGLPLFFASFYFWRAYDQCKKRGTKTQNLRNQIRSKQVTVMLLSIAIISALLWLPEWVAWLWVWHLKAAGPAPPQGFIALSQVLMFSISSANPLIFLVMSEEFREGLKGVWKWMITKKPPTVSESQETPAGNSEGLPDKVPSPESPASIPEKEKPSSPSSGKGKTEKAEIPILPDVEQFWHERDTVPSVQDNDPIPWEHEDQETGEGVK
MITF primary = human MITF inhibition, primary screen. AlphaScreen MITF homodimerization, bead proximity signal. 0.91% of 650,000 active. O75030. inhibition, % at 2.6 µM; in the data active = inhibition above about 50%;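 note: 0% = vehicle wells with protein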
Target sequence (O75030 whole entry, looked up): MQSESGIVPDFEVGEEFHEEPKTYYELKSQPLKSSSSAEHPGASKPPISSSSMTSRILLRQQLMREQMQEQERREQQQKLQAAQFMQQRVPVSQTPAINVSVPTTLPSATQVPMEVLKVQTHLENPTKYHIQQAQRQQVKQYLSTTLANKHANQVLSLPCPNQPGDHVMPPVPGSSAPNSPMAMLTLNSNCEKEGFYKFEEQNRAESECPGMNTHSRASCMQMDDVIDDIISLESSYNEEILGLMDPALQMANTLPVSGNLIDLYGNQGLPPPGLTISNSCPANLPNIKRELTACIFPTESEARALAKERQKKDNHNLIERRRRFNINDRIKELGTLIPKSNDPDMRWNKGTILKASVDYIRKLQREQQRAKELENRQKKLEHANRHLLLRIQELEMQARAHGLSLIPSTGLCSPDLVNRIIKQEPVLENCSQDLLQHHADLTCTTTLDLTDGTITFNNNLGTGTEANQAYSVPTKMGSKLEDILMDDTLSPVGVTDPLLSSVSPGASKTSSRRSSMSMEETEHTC
TEAD-YAP inh = TEAD-YAP interaction inhibition. HEK-TIYL cells, TEAD-Gal4/YAP UAS-luciferase luminescence. inhibition, % at 9.12 µM. 1.4% of 640,000 active. AID 1259422; in the data active = inhibition above about 32%;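 note: 0% = median of test compound wells and 100% = reference inhibitor wells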
Starred values were filed as active, the others as inactive; / = not tested or not shown.

A first look, 13 compounds:
SMILES | FBW7 activator | GPR151 activ | MITF primary | TEAD-YAP inh
COc1cc(C2NC(=O)NC(O)(C(F)(F)F)C2C(=O)c2ccc(C)cc2)ccc1O (configuration not stated) | 0.0 | -0.2 | -10 | -10
O=C1NC2(CCCC2)NN1c1ccccc1 | 0.0 | -0.2 | 5 | -7
CN(CCN1CCOCC1)C(=O)CC1C(=O)NCCN1Cc1ccccc1F (configuration not stated) | -0.2 | -0.4 | -9 | 0
Cc1cccc(NC(=O)C2C3C=CC4(O3)C2C(=O)N(CCCN2CCN(Cc3ccccc3)CC2)C4C(=O)NC2CCCC(C)C2C)c1 (configuration not stated) | 0.2 | -1.4 | -6 | 3
CC(=O)N1C(=N)S/C(=C/c2cc3cccc(C)c3nc2N2CCCCC2)C1=O | -0.1 | 3.9 | 0 | 10
O=S(=O)(c1c(F)cccc1F)N1CCN(Cn2cnc3ccccc32)CC1 | -0.1 | -0.2 | -2 | 5
Cc1[nH]n(-c2ccccc2)c(=O)c1/C=N/NC(=O)C(O)c1ccccc1 (configuration not stated) | 0.2 | -0.1 | -2 | 6
COc1cccc(-n2cc(C(=O)Nc3nc4ccccc4s3)c3ccccc3c2=O)c1 | 0.2 | 0.0 | 14 | -4
Cc1ccc(C(=O)OCC(=O)c2ccc(Cl)s2)s1 | 0.1 | -0.9 | -7 | 2
COc1ccccc1-c1cc(C(=O)Nc2cccc(C(C)=O)c2)no1 | 1.2 | -0.2 | 1 | -8
O=S(=O)(NCc1csc(-c2ccccc2)n1)c1ccc(F)cc1 | 0.1 | 0.0 | 5 | 8
CCC1Sc2cc(S(=O)(=O)CCC(=O)NC3CCCC(C)C3C)ccc2NC1=O (configuration not stated) | -0.1 | 0.4 | 4 | 5
Cc1cc(=O)[nH]c(/N=C(\N)Nc2cccc([N+](=O)[O-])c2)n1 | 0.1 | -0.6 | 6 | 4

All compounds of this part, previewed entries included:
SMILES | FBW7 activator | GPR151 activ | MITF primary | TEAD-YAP inh
COc1cc(C2NC(=O)NC(O)(C(F)(F)F)C2C(=O)c2ccc(C)cc2)ccc1O (configuration not stated) | 0.0 | -0.2 | -10 | -10
O=C1NC2(CCCC2)NN1c1ccccc1 | 0.0 | -0.2 | 5 | -7
CN(CCN1CCOCC1)C(=O)CC1C(=O)NCCN1Cc1ccccc1F (configuration not stated) | -0.2 | -0.4 | -9 | 0
Cc1cccc(NC(=O)C2C3C=CC4(O3)C2C(=O)N(CCCN2CCN(Cc3ccccc3)CC2)C4C(=O)NC2CCCC(C)C2C)c1 (configuration not stated) | 0.2 | -1.4 | -6 | 3
CC(=O)N1C(=N)S/C(=C/c2cc3cccc(C)c3nc2N2CCCCC2)C1=O | -0.1 | 3.9 | 0 | 10
O=S(=O)(c1c(F)cccc1F)N1CCN(Cn2cnc3ccccc32)CC1 | -0.1 | -0.2 | -2 | 5
Cc1[nH]n(-c2ccccc2)c(=O)c1/C=N/NC(=O)C(O)c1ccccc1 (configuration not stated) | 0.2 | -0.1 | -2 | 6
COc1cccc(-n2cc(C(=O)Nc3nc4ccccc4s3)c3ccccc3c2=O)c1 | 0.2 | 0.0 | 14 | -4
Cc1ccc(C(=O)OCC(=O)c2ccc(Cl)s2)s1 | 0.1 | -0.9 | -7 | 2
COc1ccccc1-c1cc(C(=O)Nc2cccc(C(C)=O)c2)no1 | 1.2 | -0.2 | 1 | -8
O=S(=O)(NCc1csc(-c2ccccc2)n1)c1ccc(F)cc1 | 0.1 | 0.0 | 5 | 8
CCC1Sc2cc(S(=O)(=O)CCC(=O)NC3CCCC(C)C3C)ccc2NC1=O (configuration not stated) | -0.1 | 0.4 | 4 | 5
Cc1cc(=O)[nH]c(/N=C(\N)Nc2cccc([N+](=O)[O-])c2)n1 | 0.1 | -0.6 | 6 | 4
CC1CCN(CCOCCOc2ccc3ccccc3c2)CC1 | 0.2 | -0.7 | 44 | -13
Cc1nc(Nc2ccc(F)cc2)c2oc3ccccc3c2n1 | -0.4 | 0.2 | -2 | 0
Cc1nonc1NC(=O)CN1CCN(C)CC1 | 0.2 | -0.1 | 7 | 3
C=CCOc1ccc(/C(O)=C2\C(=O)C(=O)N(c3nc(C)c(C(=O)OCC)s3)C2c2ccc(Cl)cc2)c(C)c1 (configuration not stated) | 0.0 | 0.6 | 11 | -4
CC1(C)CC(=O)C(Br)=C(NCc2ccccc2)C1 | -0.1 | 0.0 | -7 | 9
COc1ccc(/C=N/NC(=O)C(=O)Nc2cccc3ccccc23)cc1 | 0.0 | -1.2 | -8 | -2
Cc1ncc(CO)c(/C=N/N=C(\N)c2nonc2N)c1O | -0.3 | 0.2 | 24 | -54
COc1ccc(CCNC(=O)CSc2nc3ccc([N+](=O)[O-])cc3s2)cc1OC | 0.1 | 2.8 | -14 | 11
COc1ccc(N2C(=O)CC(N3CCN(c4ccccc4O)CC3)C2=O)cc1OC (configuration not stated) | -0.1 | -1.0 | -5 | 7
Cc1cccc(NC(=O)c2ccccc2[N+](=O)[O-])n1 | -0.1 | 0.6 | 3 | 9
O=C(CN1CCCCC1)Nc1ccc([N+](=O)[O-])cc1C(=O)Nc1ccccc1F | -0.2 | 0.5 | 17 | 4
CCOC(=O)CCN(Cc1c(Cl)cccc1Cl)S(=O)(=O)c1c(C)cc(C)cc1C | 1.0 | 0.4 | 13 | -5
CC(=O)NC1=NC(=O)/C(=C\C=C\c2ccccc2)S1 | -0.1 | -1.0 | 6 | -5
CCNc1nc(NCCc2ccc(OC)cc2)c2ncn(C3CCCCC3)c2n1 | -0.1 | -0.2 | 21 | 0
O=C(NCCCN1CCOCC1)c1ccc2c(=O)n(CC3CCCO3)c(SCc3cccc([N+](=O)[O-])c3)nc2c1 (configuration not stated) | -0.1 | -0.2 | -3 | -9
CCOc1ccc(NC(=O)CSc2nc3cc(C(=O)NCc4ccco4)ccc3c(=O)n2-c2ccc(F)cc2)cc1 | 0.1 | -0.4 | -2 | -3
Cc1cc(NC(=O)CCc2c(C)nc3nc(CN)nn3c2C)ccc1Br | -0.3 | -0.3 | -1 | -7
O=C(Nc1ccc(F)cc1F)c1ccco1 | 0.0 | -0.6 | -5 | -6
O=c1c(-c2nncn2-c2ccccc2)coc2c(O)c(O)ccc12 | -0.5 | -1.8 | 53* | -2
Cc1cccc(N(C)S(=O)(=O)c2ccc3[nH]cc(C(=O)NCCCN4CCOCC4)c(=O)c3c2)c1 | -0.1 | -0.9 | 5 | -9
COCCCn1c(C)cc(C(=O)CSc2nc(N)cc(N)n2)c1C | 0.2 | -1.2 | 17 | -5
Cc1ccc(C(=O)Nc2cccc(C(=O)N/N=C/c3ccc(O)cc3)c2)cc1 | -0.1 | 1.0 | 9 | -44
O=C(O)CSc1nnc(-c2ccc([N+](=O)[O-])cc2)o1 | 1.2 | -0.2 | 23 | -4
CCCCCC(C)N1CC(O)=C(c2nc3ccccc3[nH]2)C1=N (configuration not stated) | 0.2 | 1.2 | 10 | 14
Cc1ccc([N+](=O)[O-])cc1S(=O)(=O)N1CCn2c(nc3ccccc32)C1 | 0.0 | 0.5 | 17 | 5
COc1cc(NS(=O)(=O)c2ccc(NC(=O)c3c(C)noc3C)cc2)nc(OC)n1 | 0.6 | -0.5 | 23 | -3
Cc1ccc2nc3c(cc(C#N)c(=O)n3-c3ccc(C)c(C)c3)c(=O)n2c1 | 0.1 | -1.0 | 0 | 6
CCOC(=O)C(=NC(C)(C)C)NNc1cc(Cl)ccc1Cl | 0.2 | -1.9 | 11 | -2
CC(=O)Nc1ccc(Nc2ncnc3c2cnn3-c2ccccc2)cc1 | 0.0 | 1.5 | 3 | -35
CN(C)C(=O)C(F)C(=O)c1ccccc1 (configuration not stated) | -0.1 | -0.6 | 1 | 1
CC(O)c1nc2ccccc2n1CCCOc1ccccc1 (configuration not stated) | 0.0 | -1.1 | 7 | -12
Nc1nnc(-c2ccccc2I)s1 | 0.5 | 1.1 | 18 | 5
CCC(=O)NC(=S)Nc1cccc(Cl)c1N1CCOCC1 | 0.6 | 1.4 | 0 | -8
O=C(Cn1c(=O)[nH]n(-c2ccccc2)c1=O)N1CCOCC1 | 0.4 | -1.8 | 9 | 1
O=C(c1ccc2c(c1)no[n+]2[O-])N1CCc2nnc(Cc3ccccc3)n2CC1 | -0.1 | 0.1 | -9 | -3
O=C(/C=C/c1ccccc1Cl)Nc1ncc(S(=O)(=O)c2ccc([N+](=O)[O-])cc2)s1 | 0.1 | -1.1 | 7 | 1
Cc1cccc(/C=N\NC(=O)c2ccc(Cl)cc2)c1O | -1.0 | 0.5 | 7 | -34
CCCC(=O)Nc1ccc(S(=O)(=O)NCCOc2ccc(F)cc2)cc1 | 0.0 | 1.3 | -3 | 3
O=C(NCCOc1ccccc1)c1sc2ccccc2c1Cl | 0.2 | 1.0 | 6 | -55
CCCCC(=O)N/N=C(\C)CC(=O)Nc1ccc(COc2ccccc2)cc1 | 0.3 | -0.8 | 2 | -24
Cc1nc2ccccc2n1CC(O)Cn1c2ccc(Cl)cc2c2cc(Cl)ccc21 (configuration not stated) | 0.0 | -2.1 | 17 | 3
CC(=O)/C(Sc1nnc(-c2ccccc2Cl)n1-c1ccccc1)=C(/C)O | -0.1 | -0.7 | -3 | 3
COc1ccc(C2CC(c3cccc(OC)c3)n3nc(N)nc3N2)cc1 (configuration not stated) | -0.1 | -0.2 | -8 | -7
Cc1ccc2c(c1)N(C(=O)Cn1cc(-c3ccccc3)c(N(C)C)n1)CCO2 | -0.2 | -0.1 | -1 | 9
COc1c(-c2coc3cc4c(cc3c2=O)CC(OC(C)=O)C(C)(C)O4)ccc2c1C=CC(C)(C)O2 (configuration not stated) | 0.0 | 1.6 | 5 | 14
COc1ccc(NC(=O)Nc2ccc(OC(F)F)c(Cl)c2)cc1OC | 0.1 | -0.3 | 13 | 7
COc1ccc(S(=O)(=O)N(CC(=O)NCc2cccnc2)c2ccc(C)cc2)cc1OC | -0.2 | -0.8 | 4 | 0
(list continues)
SMILES | FBW7 activator | GPR151 activ | MITF primary | TEAD-YAP inh
O=C(NCCc1cccnc1)c1ccc2c(c1)CC(c1nc3ccc(-c4cn[nH]c4)cc3c(=O)[nH]1)CO2 (configuration not stated) | 3.0* | -0.3 | -160 | 2
COc1ccc(NC(=O)CC(c2ccccc2)c2ccco2)cc1 (configuration not stated) | 0.0 | 2.5 | 15 | -13
CCN(CC)C(=O)CC(c1ccccc1)c1ccco1 (configuration not stated) | 0.1 | -0.2 | 13 | 8
C/C(=N/NC(=O)CNC(=O)c1cccnc1)c1ccc([N+](=O)[O-])cc1 | 0.1 | 1.3 | -1 | 8
Cc1ccc2c(c1)/C(=c1/sc3n(c1=O)CN(c1ccccc1)CN=3)C(=O)N2 | -0.1 | 1.1 | -396 | -5
CN(c1cccc(NC(=O)c2ccccc2N(C)S(C)(=O)=O)c1)S(C)(=O)=O | 0.2 | 1.2 | -1 | 5
COc1ccc(C(=O)Nc2ccc(C(=O)N3CCCC3)cc2)cc1[N+](=O)[O-] | 0.0 | 0.0 | -3 | 9
Cc1ccc(N2CC(C(=O)Nc3nccs3)CC2=O)cc1C (configuration not stated) | 0.4 | -1.1 | 4 | 44*
CC(C)c1ccccc1NC(=S)NCc1ccncc1 | -0.2 | 0.2 | -3 | 1
O=C(NC1CS(=O)(=O)CC1NCc1ccccc1)c1ccccc1 (configuration not stated) | 1.1 | 0.7 | 0 | 4
CC(C)[C@H](NS(=O)(=O)c1ccccc1)C(=O)OCC(=O)Nc1ccc2c(c1)OCO2 | 0.2 | 1.0 | 0 | 3
COc1ccc(/C=C(/C#N)C(=O)Nc2ccccc2O)cc1OC | 0.5 | -1.1 | 16 | -7
COc1ccccc1-c1nnc(NC(=O)c2cc(Cl)sc2Cl)o1 | 0.5 | 0.1 | -5 | -4
COc1cc(NC(=O)c2cccc(-n3cc(N(c4ccc5ccccc5n4)c4ccc5ccccc5n4)cn3)c2)cc(OC)c1OC | 0.0 | 0.2 | -2 | -2
CN(Cc1ccccc1)C(=O)c1cc2ccccc2o1 | 0.7 | -0.3 | 17 | 0
O=C(Cc1ccccc1)Nc1cccc(C(=O)OCC(=O)c2cccc([N+](=O)[O-])c2)c1 | -0.1 | 0.6 | -4 | -10
Cc1cc(C)cc(-n2sc3c(c2=S)-c2ccc(C)cc2NC3(C)C)c1 | -0.4 | -0.5 | 4 | -1
CSc1sc(C)cc1C1C(C(=O)Nc2ccc(F)cc2)=C(C)NC2=C1C(=O)CCC2 (configuration not stated) | -0.1 | 0.2 | -17 | 5
CCCCCCC#C[C@@H]1C=C[C@H](Oc2ccc(C=O)cc2)[C@@H](CO)O1 | -0.1 | -0.2 | -1 | /
CCN(CC)CCN1C(=O)C(O)=C(C(C)=O)C1c1ccccc1[N+](=O)[O-] (configuration not stated) | -0.1 | -0.8 | -5 | 2
Cc1cccc(S(=O)(=O)NCCOc2ccccc2)c1 | 0.1 | -0.8 | 8 | 7
O=C1OCCC1Sc1nnc2sc3ccccc3n12 (configuration not stated) | 0.1 | 0.4 | 2 | -7
Cc1ccc(-n2ncc3c(=O)n(CC(=O)Nc4cc(C)ccc4C)cnc32)cc1 | 0.1 | 0.9 | 23 | 1
Cc1ccc(CNC(=O)CSc2nc3c(sc(=S)n3Cc3ccco3)c(=O)n2-c2ccccc2)cc1 | 0.0 | -0.6 | -12 | -10
COc1cc(C2CC(c3cccs3)Nc3nnnn32)cc(OC)c1OC (configuration not stated) | 0.0 | 0.0 | -2 | -4
COC(=O)c1cccc(C(=O)Nc2ccc(Br)cn2)n1 | 0.1 | -0.9 | 16 | -28
CCC(CC)NC(=O)COC(=O)c1ccc(Cl)nc1 | 0.0 | -0.6 | 3 | -7
NS(=O)(=O)c1cccc(NC(=O)c2cccc(OCc3ccccc3)c2)c1 | 0.1 | -5.7 | -12 | -22
